yeast mlh1 rad18: NCI yeast anticancer drug screen, S. cerevisiae mlh1 rad18 strain; AID 175; % growth inhibition at 50 µM; actives 11% (n = 79,000);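 note: 0% = growth of vehicle-only cultures of the same strain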
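Test agents were incubated with a yeast strain of defined genotype (DNA damage repair defect). Inhibition of growth was derived by comparison with vehicle-exposed cultures.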
yeast mec2-1: NCI yeast anticancer drug screen, S. cerevisiae mec2-1 strain | growth inhibition, % at 50 µM | AID 157 | actives 9% (n = 79,000);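 note: 0% = growth of vehicle-only cultures of the same strain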
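Cells of the genetically defined mec2-1 yeast strain are incubated with test compound. Inhibition of growth is calculated against vehicle-treated controls.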
yeast rad50: NCI yeast anticancer drug screen, S. cerevisiae rad50 strain | % growth inhibition at 50 µM | actives 10% (n = 79,000) | AID 155;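 note: 0% = growth of vehicle-only cultures of the same strain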
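DNA repair mutant yeast, compound exposure, growth read-out; inhibition is taken relative to vehicle.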
sgs1 mgt1: NCI yeast anticancer drug screen, S. cerevisiae sgs1 mgt1 strain; % growth inhibition at 50 µM; actives 10% (n = 78,000); AID 161;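 note: 0% = growth of vehicle-only cultures of the same strain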
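Compounds are added to genetically altered yeast, and growth is compared with cultures given vehicle alone to give percent inhibition.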
bub3: NCI yeast anticancer drug screen, S. cerevisiae bub3 mutant strain. growth inhibition, % at 50 µM. actives 9.9% (n = 78,000). AID 167;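 note: 0% = growth of vehicle-only cultures of the same strain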
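Steps: expose the mutant yeast strain to compound; grow alongside vehicle-treated cultures; measure growth; express inhibition against the vehicle cultures.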
yeast cln2 rad14: NCI yeast anticancer drug screen, S. cerevisiae cln2 rad14 strain; % growth inhibition at 50 µM; actives 8.3% (n = 78,000);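 note: 0% = growth of vehicle-only cultures of the same strain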
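Growth of compound-exposed yeast (cln2 rad14 genotype) measured and expressed as inhibition relative to vehicle.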
* = called active by the depositor. Cut-off read from the data, not from the text of the source: active = growth inhibition above about 70%; inactive = the rest.

How did NCCSS(=O)(=O)O do in these assays?
yeast mlh1 rad18: -25; yeast mec2-1: 4; yeast rad50: 3; sgs1 mgt1: -18; bub3: 0; yeast cln2 rad14: -42

How did O=C(O)C1CCCCC1c1c2ccc(=O)cc-2oc2cc(O)ccc12 (stereo not given) do in these assays?
yeast mlh1 rad18: 82*; yeast mec2-1: 87*; yeast rad50: 86*; sgs1 mgt1: 90*; bub3: 87*; yeast cln2 rad14: 86*

What do the screens show for `O=c1[nH]c(NCc2cccnc2)nc2nc[nH]c12`?
yeast mlh1 rad18: -33; yeast mec2-1: -11; yeast rad50: 0; sgs1 mgt1: -17; bub3: -12; yeast cln2 rad14: -4

How did CCCC(Nc1ccc([N+](=O)[O-])cc1[N+](=O)[O-])C(=O)O (stereo not given) do in these assays?
yeast mlh1 rad18: -3; yeast mec2-1: -2; yeast rad50: 3; sgs1 mgt1: 15; bub3: 11; yeast cln2 rad14: -12

Results for O=C(/C=C/c1ccsc1)c1ccc(Cl)s1 ?
yeast mlh1 rad18: -22; yeast mec2-1: -57; yeast rad50: -33; sgs1 mgt1: -9; bub3: 7; yeast cln2 rad14: 3

What do the screens show for `Oc1ccccc1C=Nc1ccc(Br)cc1`?
yeast mlh1 rad18: 8; yeast mec2-1: -17; yeast rad50: 3; sgs1 mgt1: 0; bub3: 6; yeast cln2 rad14: 7

How did COc1ccc(C(C(N)=O)N2CCCC2)cc1 (stereo not given) do in these assays?
yeast mlh1 rad18: 17; yeast mec2-1: -20; yeast rad50: 1

Results for C=CCONC(=O)c1ccc(Cl)cc1 ?
yeast mlh1 rad18: 27; yeast mec2-1: 2; yeast rad50: 0; sgs1 mgt1: -4; bub3: -19; yeast cln2 rad14: -6

Results for c1cc[n+](C[n+]2ccccc2)cc1 ?
yeast mlh1 rad18: -9; yeast mec2-1: 2; yeast rad50: -2; sgs1 mgt1: -2; bub3: -21; yeast cln2 rad14: -21

Results for COC(=O)NC(S(=O)(=O)O)S(=O)(=O)O ?
yeast mlh1 rad18: 2; yeast mec2-1: 12; yeast rad50: 6; sgs1 mgt1: 1; bub3: 16; yeast cln2 rad14: 3

What do the screens show for `CC[n+]1cnc(N)c2c(-c3ccc(Cl)cc3)cn(-c3ccc(C)cc3)c21`?
yeast mlh1 rad18: 98*; yeast mec2-1: 95*; yeast rad50: 93*; sgs1 mgt1: 98*; bub3: 80*; yeast cln2 rad14: 47

Results for CCCCC(CC)C(O)(CCC)CCC (stereo not given) ?
yeast mlh1 rad18: 12; yeast mec2-1: 10; yeast rad50: -7; sgs1 mgt1: -28; bub3: 18; yeast cln2 rad14: -6

What do the screens show for `CN(c1c(Cl)cccc1Cl)S(=O)(=O)c1ccccc1[N+](=O)[O-]`?
yeast mlh1 rad18: -4; yeast mec2-1: -49; yeast rad50: -38; sgs1 mgt1: -16; bub3: -1; yeast cln2 rad14: 20

Results for CCN(c1cccc(NC(=S)Nc2ccccc2N(CC)c2cc(-c3ccccc3)no2)c1)c1cc(-c2ccccc2)no1 ?
yeast mlh1 rad18: -2; yeast mec2-1: -5; yeast rad50: -27; sgs1 mgt1: -3; bub3: 8; yeast cln2 rad14: -14

How did COc1ccc(C(C)c2cc(N=O)c(OC)cc2O)cc1 (stereo not given) do in these assays?
yeast mlh1 rad18: -11; yeast mec2-1: -12; yeast rad50: -7; sgs1 mgt1: -1; bub3: 7; yeast cln2 rad14: 5

Results for CC1=NOC(=O)C1CCO (stereo not given) ?
yeast mlh1 rad18: 6; yeast mec2-1: 20; yeast rad50: -5; sgs1 mgt1: -3; bub3: 3; yeast cln2 rad14: 33

What do the screens show for `COc1cc2nc3n(c(=O)c2cc1OC)CCCCC3`?
yeast mlh1 rad18: -20; yeast mec2-1: 15; yeast rad50: 10; sgs1 mgt1: 4; bub3: 28; yeast cln2 rad14: -13

What do the screens show for `O=C(O)c1c2c(c(O)c3c1CN(C1CCCCC1)CO3)OCN(C1CCCCC1)C2`?
yeast mlh1 rad18: 84*; yeast mec2-1: 53; yeast rad50: 50; sgs1 mgt1: 72*; bub3: 32; yeast cln2 rad14: 74*

How did O=c1c(Cc2ccccc2)c([O-])[n+](Cc2ccccc2)c(-c2ccccc2)n1-c1ccccc1 do in these assays?
yeast mlh1 rad18: 32; yeast mec2-1: -3; yeast rad50: 17; sgs1 mgt1: 2; bub3: 2; yeast cln2 rad14: 23

How did NCC(CS)C(=O)NC(CS)C(=O)NC(CS)C(=O)NCCNc1ccc(NCCNC(=O)C(CS)NC(=O)C(CS)NC(=O)C(CN)CS)c2c1C(=O)c1c(O)ccc(O)c1C2=O (stereo not given) do in these assays?
yeast mlh1 rad18: 54; yeast mec2-1: 71*; yeast rad50: 61; sgs1 mgt1: 72*; bub3: 65; yeast cln2 rad14: 66

How did CC(C)(C)c1cc(C(=S)N2CCN(C(=S)c3cc(C(C)(C)C)c(O)c(C(C)(C)C)c3)CC2)cc(C(C)(C)C)c1O do in these assays?
yeast mlh1 rad18: -17; yeast mec2-1: -11; yeast rad50: 4; sgs1 mgt1: -11; bub3: 2; yeast cln2 rad14: -48

What do the screens show for `Cc1ccc(Nc2ccc([N+](=O)[O-])cc2[N+](=O)[O-])c(C)c1`?
yeast mlh1 rad18: -28; yeast mec2-1: -21; yeast rad50: -15; sgs1 mgt1: 4; bub3: -1; yeast cln2 rad14: 1

Results for N#C/C(=C\c1ccccc1Cl)c1cccc(Cl)c1 ?
yeast mlh1 rad18: 20; yeast mec2-1: 12; yeast rad50: 14; sgs1 mgt1: 26; bub3: 13; yeast cln2 rad14: 22

What do the screens show for `N#[N+]CC(=O)CCCCCCCCC(=O)CN=N`?
yeast mlh1 rad18: 24; yeast mec2-1: 6; yeast rad50: 34; sgs1 mgt1: 21; bub3: 3; yeast cln2 rad14: -1

Results for O=[N+]([O-])c1ccc(N/N=C2/CC(c3ccccc3)C(c3ccccc3)=C2Cl)c([N+](=O)[O-])c1 (stereo not given) ?
yeast mlh1 rad18: 16; yeast mec2-1: 16; yeast rad50: 26; sgs1 mgt1: 9; bub3: -2; yeast cln2 rad14: 24

What do the screens show for `N#Cc1c(-c2ccc(Cl)c(Cl)c2)c(-c2ccc(Cl)c(Cl)c2)nn(CC(=O)O)c1=O`?
yeast mlh1 rad18: 69; yeast mec2-1: 47; yeast rad50: 38; sgs1 mgt1: 51; bub3: 34; yeast cln2 rad14: 14

How did O=C(Nc1cccc(O)c1)C(O)C(O)C(O)C(O)CO (stereo not given) do in these assays?
yeast mlh1 rad18: 11; yeast mec2-1: 14; yeast rad50: -11; sgs1 mgt1: 18; bub3: 9; yeast cln2 rad14: 11

What do the screens show for `CN(C)/C=N/c1nc2ncn(CCOC(=O)c3ccccc3)c2c(=O)[nH]1`?
yeast mlh1 rad18: -21; yeast mec2-1: -25; yeast rad50: -21; sgs1 mgt1: 11; bub3: -11; yeast cln2 rad14: 11

What do the screens show for `Cc1cc(Cl)c2c(c1N)C(=O)c1ccccc1C2=O`?
yeast mlh1 rad18: 15; yeast mec2-1: -13; yeast rad50: 11; sgs1 mgt1: 21; bub3: 5; yeast cln2 rad14: 21

Results for N#C/C(C(=N)c1ccccc1)=C1\SS/C(=C(\C#N)C(=N)c2ccccc2)S1 ?
yeast mlh1 rad18: -4; yeast mec2-1: 2; yeast rad50: 7; sgs1 mgt1: 8; bub3: 4; yeast cln2 rad14: 24

How did COc1ccc(/C=C(\Cl)c2ccc(OC)cc2)cc1 do in these assays?
yeast mlh1 rad18: -27; yeast mec2-1: 4; yeast rad50: -3; sgs1 mgt1: -27; bub3: 6; yeast cln2 rad14: -18

Results for O=C(O)c1cccc2c1SC(c1ccccc1)OC2=O (stereo not given) ?
yeast mlh1 rad18: 51; yeast mec2-1: 33; yeast rad50: 34; sgs1 mgt1: 12; bub3: 29; yeast cln2 rad14: 41

Results for CCOC(=O)C1=C(O)C2(CC(C)=C(C)CS2=O)SC1=Nc1ccccc1 (stereo not given) ?
yeast mlh1 rad18: 3; yeast mec2-1: 5; yeast rad50: 2; sgs1 mgt1: 6; bub3: 9; yeast cln2 rad14: -15

What do the screens show for `C/C(=C\c1ccccc1)C(=O)c1c(C)cc(C)cc1C`?
yeast mlh1 rad18: -12; yeast mec2-1: -3; yeast rad50: 27; sgs1 mgt1: 11; bub3: -5; yeast cln2 rad14: 0

What do the screens show for `COc1ccc2nc(NC(=O)C(=O)C(C#N)c3ccc(Cl)c(Cl)c3)sc2c1` (stereo not given)?
yeast mlh1 rad18: 36; yeast mec2-1: 5; yeast rad50: 36; sgs1 mgt1: 19; bub3: -2; yeast cln2 rad14: 34

Results for N#Cc1nc(CCC(c2nc(C#N)c(N)o2)N2C(=O)c3ccccc3C2=O)oc1N (stereo not given) ?
yeast mlh1 rad18: -36; yeast mec2-1: 18; yeast rad50: 3; sgs1 mgt1: -15; bub3: -11; yeast cln2 rad14: 1

Results for Nc1nc2cc(F)ccc2o1 ?
yeast mlh1 rad18: -15; yeast mec2-1: -26; yeast rad50: 1; sgs1 mgt1: -10; bub3: -22; yeast cln2 rad14: -20

What do the screens show for `S=C(NCCSSCCNC(=S)Nc1ccccc1)Nc1ccccc1`?
yeast mlh1 rad18: 13; yeast mec2-1: 3; yeast rad50: -5; sgs1 mgt1: 3; bub3: 5; yeast cln2 rad14: -29

What do the screens show for `CC(C)=CC1(C)/C(=N\O)C(C)(CC(C)C)C(=O)N1O` (stereo not given)?
yeast mlh1 rad18: -19; yeast mec2-1: -15; yeast rad50: -7; sgs1 mgt1: -12; bub3: -6; yeast cln2 rad14: -2

How did N#C/C(=N\Nc1ccccc1Cl)C(=O)C1CC1 do in these assays?
yeast mlh1 rad18: 11; yeast mec2-1: 6; yeast rad50: 9; sgs1 mgt1: 13; bub3: 10; yeast cln2 rad14: 26

Compounds listed so far that contain an NH in an aromatic ring (2):
What do the screens show for `O=c1[nH]c(NCc2cccnc2)nc2nc[nH]c12`?
yeast mlh1 rad18: -33; yeast mec2-1: -11; yeast rad50: 0; sgs1 mgt1: -17; bub3: -12; yeast cln2 rad14: -4

What do the screens show for `CN(C)/C=N/c1nc2ncn(CCOC(=O)c3ccccc3)c2c(=O)[nH]1`?
yeast mlh1 rad18: -21; yeast mec2-1: -25; yeast rad50: -21; sgs1 mgt1: 11; bub3: -11; yeast cln2 rad14: 11

(continued)
How did COc1cc(/C=C/c2ccc(N(C)C)cc2)oc(=O)c1 do in these assays?
yeast mlh1 rad18: 0; yeast mec2-1: 5; yeast rad50: 22; sgs1 mgt1: 27; bub3: 6; yeast cln2 rad14: 7

How did CCC[CH2][Sn]([CH2]CCC)([O]C(=O)c1ccc(OC)c(OC)c1OC)[O][Sn]([CH2]CCC)([CH2]CCC)[O]C(=O)c1ccc(OC)c(OC)c1OC do in these assays?
yeast mlh1 rad18: 86*; yeast mec2-1: 85*; yeast rad50: 86*; sgs1 mgt1: 86*; bub3: 87*; yeast cln2 rad14: 85*

Results for CCOC(=O)c1ccc(NC(=O)CCCCCCCCC(=O)Nc2ccc(C(=O)OCC)cc2)cc1 ?
yeast mlh1 rad18: -7; yeast mec2-1: -6; yeast rad50: 8; sgs1 mgt1: -1; bub3: -2; yeast cln2 rad14: -8

Results for Cc1ccc(N=Nc2ncccc2O)cc1C ?
yeast mlh1 rad18: 98*; yeast mec2-1: 98*; yeast rad50: 99*; sgs1 mgt1: 98*; bub3: 98*; yeast cln2 rad14: 87*

What do the screens show for `O=C(NC(CO)C(=O)OCc1ccccc1)OCCc1ccccn1` (stereo not given)?
yeast mlh1 rad18: -10; yeast mec2-1: 1; yeast rad50: -8; sgs1 mgt1: -1; bub3: -15; yeast cln2 rad14: -18

What do the screens show for `CNC(CCCCC1CCCCC1)C(=O)O` (stereo not given)?
yeast mlh1 rad18: 0; yeast mec2-1: 3; yeast rad50: 8; sgs1 mgt1: 12; bub3: -8; yeast cln2 rad14: -11

What do the screens show for `O=C1c2ccccc2C(=O)c2sccc21`?
yeast mlh1 rad18: 94*; yeast mec2-1: 85*; yeast rad50: 96*; sgs1 mgt1: 94*; bub3: 91*; yeast cln2 rad14: 56

How did O=C1NC(=O)C2C(=O)NC(=O)C1C21CCc2ccccc21 (stereo not given) do in these assays?
yeast mlh1 rad18: -7; yeast mec2-1: -17; yeast rad50: -8; sgs1 mgt1: -24; bub3: -42; yeast cln2 rad14: -4

What do the screens show for `CCOC(=O)/N=c1\ccccn1O`?
yeast mlh1 rad18: 3; yeast mec2-1: 17; yeast rad50: 27; sgs1 mgt1: 17; bub3: 12; yeast cln2 rad14: 8

Arranged by number of heavy atoms (highest first): 3 of the compounds above.
Results for CCOC(=O)c1ccc(NC(=O)CCCCCCCCC(=O)Nc2ccc(C(=O)OCC)cc2)cc1 ?
yeast mlh1 rad18: -7; yeast mec2-1: -6; yeast rad50: 8; sgs1 mgt1: -1; bub3: -2; yeast cln2 rad14: -8

Results for Cc1ccc(N=Nc2ncccc2O)cc1C ?
yeast mlh1 rad18: 98*; yeast mec2-1: 98*; yeast rad50: 99*; sgs1 mgt1: 98*; bub3: 98*; yeast cln2 rad14: 87*

What do the screens show for `CCOC(=O)/N=c1\ccccn1O`?
yeast mlh1 rad18: 3; yeast mec2-1: 17; yeast rad50: 27; sgs1 mgt1: 17; bub3: 12; yeast cln2 rad14: 8

High-throughput results deposited in PubChem by NCI.
